# Screens as filed in PubChem BioAssay.
# E-selectin induc: induces E-selectin expression in human endothelial cells; P16581; HUVEC E-selectin immunofluorescence imaging; normalized: neutral wells 0, TNF-alpha wells 100; hit rate 0.37% among 260,000; AID 686992; activation, % at 7.58 µM;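 active = mean E-selectin-positive cell signal at least 10% of the positive control, reached in at least 60% of replicates, without over 20% cell loss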;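 note: in these data hits start at about 27%; measured in HUVEC primary endothelial cells; signal is the percent of cells scored E-selectin positive by PE staining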
# Target sequence (P16581 whole entry, looked up): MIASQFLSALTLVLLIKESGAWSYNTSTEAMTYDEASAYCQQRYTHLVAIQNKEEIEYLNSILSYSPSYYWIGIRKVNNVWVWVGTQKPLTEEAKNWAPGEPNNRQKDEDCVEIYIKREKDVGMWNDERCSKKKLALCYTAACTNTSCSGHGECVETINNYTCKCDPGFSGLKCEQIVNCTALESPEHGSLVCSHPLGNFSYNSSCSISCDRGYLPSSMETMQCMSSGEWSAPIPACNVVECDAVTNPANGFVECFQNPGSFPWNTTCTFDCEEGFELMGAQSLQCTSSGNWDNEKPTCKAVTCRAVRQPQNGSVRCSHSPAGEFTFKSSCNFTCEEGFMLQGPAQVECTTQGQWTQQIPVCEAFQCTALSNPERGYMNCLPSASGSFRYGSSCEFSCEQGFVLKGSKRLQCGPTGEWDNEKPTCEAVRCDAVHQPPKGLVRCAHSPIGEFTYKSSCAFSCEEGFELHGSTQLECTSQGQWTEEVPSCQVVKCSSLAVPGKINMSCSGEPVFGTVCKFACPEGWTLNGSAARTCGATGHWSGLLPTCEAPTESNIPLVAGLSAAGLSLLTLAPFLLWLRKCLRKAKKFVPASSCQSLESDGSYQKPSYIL
#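 assay system = HUVEC, human umbilical vein endothelial cells | input = 3,000 HUVEC seeded per well | medium = EGM-2 growth medium on 0.1% gelatin-coated wells | dosing = one compound dose added by pin transfer | signal = immunofluorescence imaging | read-out basis = % PE-positive cells | control set = TNF-alpha, DMSO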
# ERAP1 HTS inh: blocks human ERAP1 aminopeptidase activity; Q9NZ08; recombinant ERAP1, Leu-AMC fluorescence, 60 min; inhibition, % at 10.7 µM; hit rate 0.15% among 340,000;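 active = mean replicate inhibition of at least 30%, or all replicates individually reaching that 30% level; inactive = mean below 30% and not every replicate reaching it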;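 note: 0% = neutral control wells and 100% = L-leucinethiol positive control wells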
# RAD52 inh: RAD52 (human) annealing inhibition; P43351; recombinant RAD52 DNA annealing, FRET fluorescence; inhibition, % at 18.7 µM; hit rate 0.46% among 360,000; AID 651710;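 active = every replicate showing at least 50% inhibition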
# Target sequence (P43351 whole entry, looked up): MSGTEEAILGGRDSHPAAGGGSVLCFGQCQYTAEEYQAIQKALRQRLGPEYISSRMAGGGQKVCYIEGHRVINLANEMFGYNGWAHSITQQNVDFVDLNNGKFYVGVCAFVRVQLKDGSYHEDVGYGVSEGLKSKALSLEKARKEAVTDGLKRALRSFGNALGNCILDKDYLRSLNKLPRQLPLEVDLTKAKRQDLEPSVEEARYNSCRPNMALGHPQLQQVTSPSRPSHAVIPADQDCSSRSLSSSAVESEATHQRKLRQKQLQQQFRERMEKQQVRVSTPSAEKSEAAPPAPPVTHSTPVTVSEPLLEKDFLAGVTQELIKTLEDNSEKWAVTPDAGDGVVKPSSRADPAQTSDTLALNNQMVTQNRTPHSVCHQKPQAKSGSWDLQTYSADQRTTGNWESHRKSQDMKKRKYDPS
# PglD inh: inhibitors of Campylobacter jejuni PglD acetyltransferase. purified PglD enzyme, DTNB colorimetric CoA detection. inhibition, % at 12.5 µM. hit rate 0.098% among 360,000. AID 602405; in the data active = inhibition above about 16%, passing the limit was not always enough; note: strong numbers were not always called active
# Cneo AK release: causes C. neoformans cell lysis; adenylate kinase release luminescence, 4 h; normalised: neutral wells 0, clomiphene wells 100; lysis activity, % at 15 µM; hit rate 0.2% among 360,000; AID 651654;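 active = mean lysis activity across replicates of at least 80%, whatever share of replicates individually reach that level; inactive = mean lysis activity below 80%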
#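 Material – Cryptococcus neoformans yeast cells · Quantity – 5 × 10^6 yeast cells/mL · Buffer or medium – YPD medium · Compound – single dose · Timing – 4 h static compound exposure, 37 °C, read 1 h post-reagent · Signal – adenylate kinase release luminescence · Read-out basis – lysis from increased AK signal · Benchmarks – Clomiphene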
# PGC1a acetyl inh: lowers PGC1a acetylation signal in U2OS cells | hit rate 0.17% among 350,000 | AlphaScreen anti-acetyl-lysine; with virally co-expressed GCN5 acetyltransferase | inhibition, % at 15.6 µM;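 active = every replicate shows inhibition of at least 40%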;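 note: 0% = neutral control wells and 100% = positive control wells; some results beyond the cut were filed as inactive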
# miR-122 sensor: miR-122 inhibition in Huh7 cells. Huh7 miR-122 Renilla luciferase sensor, 48 h; neutral wells = 0, positive control = 100. activation (reporter increase), % at 12.5 µM. hit rate 0.3% among 340,000. AID 602342;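 active = mean replicate activation score at least 90 and every replicate individually at or above 90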;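 note: higher luciferase means less miR-122 activity so hits act as miR-122 inhibitors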
# RAD54 inh: blocks human RAD54 Holliday junction branch migration. inhibition, % at 10.4 µM. Q92698. FAM/BHQ fluorescence. hit rate 0.14% among 360,000;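 active = mean normalized replicate activity at least 40 and at least half of replicates scoring 40 or more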;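 note: 0% = median of neutral control wells and 100% = median of positive control wells; inhibitors cause a drop in the FAM fluorescence signal; in these data hits start at about 50%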
# The depositor's hits bear a star; nt = not tested or not shown; [ ] = remark or other dose.
1: O=C(c1cccnc1)N1CC[C@H]2[C@H](CO)Nc3ccc(-c4ccccc4)cc3[C@H]21
2: COCC#Cc1ccc([C@@H]2[C@H](CO)N3C(=O)CN(C(=O)Nc4ccc(F)cc4)C[C@@H]23)cc1
3: Cn1c(=O)n(CC(=O)NCC2CCCO2)c(=O)c2c3c(sc21)COC(C)(C)C3 (stereo not drawn)
4: C[C@@H]1COC(=O)[C@H](NC(=O)OCC2c3ccccc3-c3ccccc32)C/C=C\C[C@@H](CC(=O)N(CCO)Cc2ccccc2)C(=O)N1
5: C[C@@H]1CN([C@@H](C)CO)C(=O)c2cc(NC(=O)C3CCCCC3)ccc2O[C@@H]1CN(C)C(=O)Nc1ccccc1
6: C/C(=N\Nc1cc(C(F)(F)F)ccc1Cl)c1ccncc1
7: COc1ccc(NC(=O)N(C)C[C@@H]2OCCCC[C@@H](C)Oc3ccc(NC(=O)Cc4ccccc4)cc3C(=O)N([C@H](C)CO)C[C@H]2C)cc1
8: CO[C@H]1CC[C@@H]2CCN(C)C(=O)[C@@H](C)CN(C)C(=O)c3cc(C#N)ccc3OC[C@H]1O2

screen / no.	1	2	3	4	5	6	7	8
E-selectin induc	0.1	-0.3	-0.1	nt	0.8	1.0	-0.2	-0.1
ERAP1 HTS inh	-1	1	-3	nt	3	-3	1	nt
RAD52 inh	-7	-14	2	nt	6	-10	-12	nt
PglD inh	0	nt	-6	0	14	4	0	2
Cneo AK release	1	nt	1	-1	0	16	-3	-1
PGC1a acetyl inh	1	0	-1	-4	5	-6	2	nt
miR-122 sensor	2[16.7 µM]	nt	3	-3	3[16.7 µM]	21	-5[16.7 µM]	nt
RAD54 inh	2	nt	1	-8	-15	3	-7	0

9: Cc1ccc(S(=O)(=O)N(C)C[C@@H]2OCCCC[C@H](C)Oc3ccc(N(C)C)cc3C(=O)N([C@H](C)CO)C[C@H]2C)cc1
10: Cc1cc(NC(=O)c2cccnc2Cl)ccc1NC(=O)c1cc2ccccc2o1
11: Cc1ccccc1NC(=O)Cc1nc(COC(=O)COc2ccc(C(C)(C)C)cc2)cs1
12: CCc1cccc2c(N=O)c(O)[nH]c12
13: C=CCOc1ccc(CN(C)CC(O)COc2cccc3ccccc23)cc1 (stereo not drawn)
14: COc1cc(O)c(C(C)=O)c2c1C=CC(C)(C)O2
15: C[C@H](CO)N1C[C@H](C)[C@H](CN(C)C(=O)NC2CCCCC2)Oc2ncc(-c3cccc(F)c3)cc2C1=O
16: CCCc1cnc(N2CCN(C(=O)c3ccc(F)cc3)CC2)nc1

screen / no.	9	10	11	12	13	14	15	16
E-selectin induc	0.1	nt	nt	-0.5	nt	nt	0.0	0.1
ERAP1 HTS inh	0	-3	-1	-5	2	1	1	0
RAD52 inh	26	-2	-24	-10	21	0	10	-4
PglD inh	3	-1	0	10	5	3	-5	-3
Cneo AK release	0	0	-2	0	18	6	-11	-2
PGC1a acetyl inh	-5	nt	4	-30	-8	-1	3	9
miR-122 sensor	-3[16.7 µM]	-5	3	-1	-2	-3	-11[16.7 µM]	-3
RAD54 inh	-3	2	-11	-10	11	1	-4	-3

# In a second layout: entries from further up.
cpd | Compound | E-selectin induc | ERAP1 HTS inh | RAD52 inh | PglD inh | Cneo AK release | PGC1a acetyl inh | miR-122 sensor | RAD54 inh
7 | COc1ccc(NC(=O)N(C)C[C@@H]2OCCCC[C@@H](C)Oc3ccc(NC(=O)Cc4ccccc4)cc3C(=O)N([C@H](C)CO)C[C@H]2C)cc1 | -0.2 | 1 | -12 | 0 | -3 | 2 | -5[16.7 µM] | -7
8 | CO[C@H]1CC[C@@H]2CCN(C)C(=O)[C@@H](C)CN(C)C(=O)c3cc(C#N)ccc3OC[C@H]1O2 | -0.1 | nt | nt | 2 | -1 | nt | nt | 0
9 | Cc1ccc(S(=O)(=O)N(C)C[C@@H]2OCCCC[C@H](C)Oc3ccc(N(C)C)cc3C(=O)N([C@H](C)CO)C[C@H]2C)cc1 | 0.1 | 0 | 26 | 3 | 0 | -5 | -3[16.7 µM] | -3
10 | Cc1cc(NC(=O)c2cccnc2Cl)ccc1NC(=O)c1cc2ccccc2o1 | nt | -3 | -2 | -1 | 0 | nt | -5 | 2
11 | Cc1ccccc1NC(=O)Cc1nc(COC(=O)COc2ccc(C(C)(C)C)cc2)cs1 | nt | -1 | -24 | 0 | -2 | 4 | 3 | -11
12 | CCc1cccc2c(N=O)c(O)[nH]c12 | -0.5 | -5 | -10 | 10 | 0 | -30 | -1 | -10
13 | C=CCOc1ccc(CN(C)CC(O)COc2cccc3ccccc23)cc1 (stereo not drawn) | nt | 2 | 21 | 5 | 18 | -8 | -2 | 11
14 | COc1cc(O)c(C(C)=O)c2c1C=CC(C)(C)O2 | nt | 1 | 0 | 3 | 6 | -1 | -3 | 1
15 | C[C@H](CO)N1C[C@H](C)[C@H](CN(C)C(=O)NC2CCCCC2)Oc2ncc(-c3cccc(F)c3)cc2C1=O | 0.0 | 1 | 10 | -5 | -11 | 3 | -11[16.7 µM] | -4
16 | CCCc1cnc(N2CCN(C(=O)c3ccc(F)cc3)CC2)nc1 | 0.1 | 0 | -4 | -3 | -2 | 9 | -3 | -3

# The results go on:
17: COc1ccc(CNC(=O)C2CCC(=O)N(C3CCCCCC3)C2)c(OC)c1 (stereo not drawn)
18: C=CCOC(=O)c1[nH]c2c(c1C)C(=O)CC(c1cc(OC)c(OC)c(OC)c1)C2 (stereo not drawn)
19: C[C@H]1CN([C@@H](C)CO)C(=O)c2ccccc2-c2ccccc2CO[C@H]1CN(C)C(=O)Nc1ccccc1
20: O=C(COC(=O)c1ccccc1Br)NCC1CCCCC1
21: COc1ccc(C(=O)N/N=C(\C)Cn2nc([N+](=O)[O-])cc2C)cc1
22: C[C@H]1CN([C@@H](C)CO)C(=O)Cc2cc(NC(=O)Nc3ccccc3)ccc2O[C@@H]1CN(C)C(=O)NC1CCCCC1
23: Cn1c(=O)c2c(ncn2CC(=O)N2CCN(S(=O)(=O)c3ccc(Cl)cc3)CC2)n(C)c1=O
24: COc1ccc(N(CC(=O)NCCSC2CCCCC2)S(=O)(=O)c2ccc(C)cc2)cc1

screen / no.	17	18	19	20	21	22	23	24
E-selectin induc	0.3	nt	-0.1	0.0	nt	-0.1	3.0	-0.3
ERAP1 HTS inh	-1	nt	-3	-3	nt	-3	2	-7
RAD52 inh	-17	nt	-5	-15	nt	8	-12	-30
PglD inh	-5	8	4	1	nt	-4	-1	-3
Cneo AK release	1	1	2	3	0	0	-6	2
PGC1a acetyl inh	-20	nt	-4	-4	12	5	3	nt
miR-122 sensor	-4	-7	nt	-3	1	1[16.7 µM]	1	-3
RAD54 inh	-3	-7	0	6	-8	6	-7	4

25: Cc1ccc(NC(=O)CN2C(=O)C3CCCCN3C(=O)c3ccccc32)cc1 (stereo not drawn)
26: O=C(/C=C/c1c(Cl)cccc1Cl)NCCCn1ccnc1
27: COc1ccc(CNC(=O)CC[C@H]2O[C@@H](n3ccc(=O)[nH]c3=O)[C@H](O)[C@@H]2O)cc1
28: O=C(COc1ccc(Cl)cc1Cl)Nc1ccc(-c2ccc(N3CCOCC3)nn2)cc1
29: Cc1ccc(C2CC(=O)c3cnc(N4CCN(c5ccccc5)CC4)nc3C2)cc1 (stereo not drawn)
30: Cc1ccc(C(=O)Nc2cccc(C(=O)N/N=C/c3ccccc3F)c2)cc1
31: C[C@H](CO)N1C[C@H](C)[C@H](CN(C)C(=O)Nc2ccc(F)cc2)Oc2c(NS(=O)(=O)c3cn(C)cn3)cccc2C1=O
32: Cc1ccc(S(=O)(=O)N2CCN(C(=O)C(C)Cn3nc(C)c(C)c3C)CC2)cc1C (stereo not drawn)

screen / no.	25	26	27	28	29	30	31	32
E-selectin induc	nt	nt	0.7	-0.2	nt	0.5	5.4	nt
ERAP1 HTS inh	nt	nt	1	0	0	-2	-3	3
RAD52 inh	nt	2	-13	-13	-13	-7	-17	0
PglD inh	7	-4	1	-3	1	5	1	2
Cneo AK release	0	0	-1	0	-3	-4	-64	5
PGC1a acetyl inh	0	19	-14	8	nt	5	0	nt
miR-122 sensor	-6	-5	1	-1	-3	5	3[16.7 µM]	nt
RAD54 inh	-3	-1	-9	-2	2	-6	3	-13

33: COC(=O)Cn1c2ccc(C)cc2c2nc3ccccc3nc21
34: COc1ccc(OC)c(N(CC(=O)Nc2cccnc2)S(=O)(=O)c2ccc(OC)c(OC)c2)c1
35: COCC(=O)Nc1ccc2c(c1)OC[C@@H](C)N(Cc1ccncc1)C[C@@H](C)[C@@H](OC)CN(C)C2=O
36: Cc1nc2c(-c3ccc(F)cc3)c(C)nn2c(C)c1CCC(=O)Nc1ccc(F)cc1F
37: O=C(NCCCN1CCOCC1)c1cc2c(=O)[nH]c3ccccc3c2s1
38: Cc1ccc(NC(=O)/C(=C\c2ccccc2)NC(=O)/C=C/c2ccccc2)cc1
39: CCO[C@@H]1OC(C(=O)N2CCN(Cc3ccc4c(c3)OCO4)CC2)=C[C@H](c2ccccc2)[C@H]1CCCO
40: Cc1cc(NC(=O)C23CC4CC(C2)CC(n2cnc([N+](=O)[O-])n2)(C4)C3)no1

screen / no.	33	34	35	36	37	38	39	40
E-selectin induc	2.3	nt	0.2	0.2	nt	nt	nt	0.3
ERAP1 HTS inh	-1	nt	-1	5	4	nt	2	1
RAD52 inh	-16	nt	-8	-1	-215	nt	8	-7
PglD inh	4	5	0	-4	-2	0	0	3
Cneo AK release	7	1	-10	1	3	-2	-22	0
PGC1a acetyl inh	0	-4	0	7	-14	-23	-26	nt
miR-122 sensor	-6	0	-1[16.7 µM]	nt	-2	6	nt	-1
RAD54 inh	-9	3	3	4	23	0	-9	1

41: C[C@@H]1CN([C@H](C)CO)C(=O)c2cccc(NC(=O)Nc3ccc4c(c3)OCO4)c2O[C@H]1CN(C)S(=O)(=O)c1ccccc1
42: CCCNC(=O)N1[C@H](CO)[C@H](c2ccc(-c3ccccc3)cc2)[C@@H]1CNC(C)=O
43: COCCn1c(SCC(=O)NCCCN2CCCC2=O)nc2ccccc2c1=O
44: O=C(Cc1ccccc1)N/N=C\c1ccc(Br)o1
45: C=C1CCN(C(CC(C)C)C(=O)OC)S(=O)(=O)c2ccccc21 (stereo not drawn)
46: COc1cccc(NC(=O)N(C)C[C@H]2Oc3cc(C#CC4(O)CCCC4)ccc3S(=O)(=O)N([C@H](C)CO)C[C@H]2C)c1
47: O=C(OCC(=O)C12CC3CC(CC(C3)C1)C2)c1ccc(CO)cc1
48: Cc1noc(C)c1NC(=O)N[C@H]1C=C[C@@H](CC(=O)Nc2ccccc2)O[C@H]1CO
49: C/C=C/c1cnc2c(c1)C(=O)N([C@H](C)CO)C[C@H](C)[C@@H](CN(C)C(=O)Nc1ccc(F)cc1)O2
50: O=C(c1noc2c1CCCC2)N1CCN(Cc2ccccc2)CC1

screen / no.	41	42	43	44	45	46	47	48	49	50
E-selectin induc	-0.1	0.1	-0.2	nt	0.0	0.1	nt	-0.1	-0.3	nt
ERAP1 HTS inh	1	nt	1	1	1	3	4	1	-2	0
RAD52 inh	-7	nt	-23	-15	-12	-19	-8	-2	4	-20
PglD inh	0	2	3	nt	0	5	-3	1	0	nt
Cneo AK release	-62	nt	0	nt	0	20	0	0	1	nt
PGC1a acetyl inh	7	0	-5	-6	-13	0	3	-9	15	10
miR-122 sensor	6[16.7 µM]	-36[16.7 µM]	-3	3	0	4[16.7 µM]	nt	nt	-10[16.7 µM]	-2
RAD54 inh	-9	3	-4	nt	1	2	8	7	2	nt
